HIF act: HIF pathway transcriptional activation | U2OS HRE-luciferase reporter, luminescence; normalized: DMSO 0%, desferrioxamine 100% | 0.32% of 300,000 active | activation, % at 7.5 µM (by protocol);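 active means mean activation of at least 10% of the iron chelator positive control signal, with at least half of replicates also reaching 10%; inconclusive means mean and replicate majority disagree about reaching 10%; inactive means mean and most replicates under 10%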
SKKanGAS inh: SKKanGAS growth inhibition. S. pyogenes SKKanGAS, kanamycin growth, BacTiter-Glo, 6 h. inhibition, % at 7.5 µM. 1.3% of 300,000 active;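 active means mean replicate score, as percent of positive control median, at least 50; inconclusive means mean below 50 but one replicate at or above 50; inactive means mean and every replicate below 50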;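 further: strain carries kanamycin resistance gene driven by streptokinase promoter and grows in 40 µg/ml kanamycin; loss of luminescence reflects streptokinase promoter inhibition or plain growth inhibition; 0% = median of DMSO wells and 100% = positive control at its reference dose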
IEC-6 cytotox: counter-screen for KLF5 inhibitors: cytotoxicity in IEC-6 cells; IEC-6 cytotoxicity, luminescence viability; inhibition, % at 5 µM; 0.78% of 290,000 active; in the data active means inhibition above about 22%;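 further: 0% = plate median of test compound wells and 100% = cytotoxic reference compound wells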
TRPC6 inhibitor: blocks the mouse TRPC6 cation channel; HEK293-TRPC6, membrane potential dye, ACh-evoked depolarization; stronger effect = lower value; 1.1% of 310,000 active; B-score at 10 µM; AID 2553; Q61143;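 active means B-score under library mean minus 3 SD, initial fluorescence not abnormally high, positive integrated signal ratio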;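 further: B-score derived from integrated fluorescence ratio over the kinetic read; more negative B-score means stronger inhibition of depolarization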
TRPC4 potent: allosterically enhances the mouse TRPC4 cation channel. Q9QUQ5. HEK293 TRPC4beta/mu-opioid, DAMGO EC20, Fluo-4 Ca2+ flux; stronger effect = higher value. B-score at 10 µM. 0.42% of 310,000 active;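 active means B-score of calcium response area above 5 SD of library B-scores, with initial fluorescence ratio within 5 SD of library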;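 further: B-score of integrated fluorescence ratio over time as area under calcium response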
aSyn UTR inh: MLPCN primary screen, SNCA 5' untranslated region; alpha-synuclein 5'UTR reporter, inhibitor activity; inhibition, % (tested at 7.5 µM); 0.82% of 300,000 active; AID 1813; in the data active means inhibition above about 60%; inconclusive means no clear call, values can overlap the other calls;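 further: H4 neuroglioblastoma cells stably carrying SNCA 5'UTR luciferase fusion; 0% = DMSO wells and 100% = positive control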
MrgX1 antagonist: human MrgX1 receptor antagonism, primary screen; 1.3% of 310,000 active; Q96LB2; MRGX1-HEK293 calcium flux, Fluo-4, BAM8-22 antagonism; stronger effect = lower value; B-score at 10 µM;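 active means calcium-response B-score plate-corrected more than 3 library SD below zero, starting fluorescence within 5 deviations, no agonist response on first addition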;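 further: peak minus trough fluorescence over baseline after final BAM8-22 challenge near maximal dose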
Target sequence (Q96LB2 whole entry, looked up): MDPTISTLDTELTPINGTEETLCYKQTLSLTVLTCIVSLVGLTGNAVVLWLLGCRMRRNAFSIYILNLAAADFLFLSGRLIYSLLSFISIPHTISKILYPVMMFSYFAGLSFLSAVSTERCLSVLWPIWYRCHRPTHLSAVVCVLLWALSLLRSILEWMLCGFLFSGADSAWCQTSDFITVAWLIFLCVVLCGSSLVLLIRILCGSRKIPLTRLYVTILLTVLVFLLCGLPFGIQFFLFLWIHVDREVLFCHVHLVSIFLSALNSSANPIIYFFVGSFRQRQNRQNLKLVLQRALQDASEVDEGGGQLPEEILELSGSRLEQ
TRPC6 act: mouse TRPC6 channel activation; Q61143; HEK293-TRPC6 membrane potential dye fluorescence; stronger effect = higher value; 0.13% of 310,000 active; B-score at 10 µM;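 active means B-score of the integrated fluorescence ratio above library mean plus 3 SD, and starting fluorescence ratio within library mean plus 5 SD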;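 further: higher score means more depolarization so channel activation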
TRPC4 inh: TRPC4 (mouse) channel inhibition. Q9QUQ5. HEK293 TRPC4beta/mu-opioid, DAMGO-evoked Fluo4 calcium flux; stronger effect = lower value. B-score at 10 µM. 0.39% of 300,000 active. AID 2247;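 active means B-score over 3 SD under the library average, no early fluorescence shift, positive overall ratio signal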
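Material: HEK293 cells with stable TRPC4beta plus mu-opioid receptor expression; probe or stimulus: DAMGO in two steps, submaximal then maximal; technique: Fluo4 calcium fluorescence by kinetic imaging, 5 s 1 Hz baseline; measure: integrated fluorescence ratio relative to baseline, converted to per-well B score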
KLF5 inh: suppresses KLF5 promoter-driven expression. DLD-1 KLF5 promoter-luciferase reporter, luminescence. inhibition, % at 5 µM. 0.23% of 290,000 active;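 active means inhibition above a per-plate limit of that plate's mean compound inhibition plus 3 SD, cut at about 60% in these data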;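 further: 0% = DMSO wells and 100% = LY294002 at 200 µM; higher means less KLF5 promoter-driven luciferase light; inactives centre near -14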
TRPC4 agonist: activators of mouse TRPC4 channel; Q9QUQ5; HEK293 TRPC4beta/mu-opioid, Fluo4 calcium fluorescence; stronger effect = higher value; B-score at 10 µM; 0.49% of 310,000 active;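 active means B-score above 5 SD of library B-scores, and initial fluorescence ratio not above library mean plus 5 SD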;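 further: positive B-score marks a calcium rise read as TRPC4 activation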
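Assay system: HEK293 stable line with TRPC4beta plus mu-opioid receptor. Times: dye 45 min RT, read 110 s. Measured by: kinetic Fluo4 calcium fluorescence. Measure: B score of integrated ratio. Controls: assay buffer as low control, maximal DAMGO as high control.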
An asterisk follows results filed as active; i = inactive; ? = inconclusive; / = not tested or not shown.

SMILES	HIF act	SKKanGAS inh	IEC-6 cytotox	TRPC6 inhibitor	TRPC4 potent	aSyn UTR inh	MrgX1 antagonist	TRPC6 act	TRPC4 inh	KLF5 inh	TRPC4 agonist
Cc1cc(C)cc(C(=O)NC2CC(C)(C)NC(C)(C)C2)c1	-0.7	-4	-3	i	i	6	i	i	i	-5	i
O=C(NC1(C(F)(F)F)N=C(c2ccccc2)NC1=O)c1ccccc1 (stereo unspecified)	0.0	-3	-2	i	i	24	i	i	i	4	i
C=CCc1cc(OC)ccc1OCCON1C(=O)CCC1=O	-0.2	-1	-7	i	i	-6	i	i	i	0	i
CCCCN(NC(C)=O)c1nc(Cl)nc(NC(C)C)n1	-0.2	1	1	i	i	8	i	i	i	6	i
O=C(O)CNc1ccc(S(=O)(=O)C(F)(F)F)cc1[N+](=O)[O-]	-0.3	-8	7	i	i	-7	i	i	i	-19	i
Cc1nc(-c2cccc(S(=O)(=O)N3CCCC(C)C3)c2)cs1 (stereo unspecified)	0.1	-7	5	i	i	12	i	i	i	-7	i
COc1ccc(/C=C/C(=O)NCC(=O)N/N=C(/CCC(=O)O)c2ccccc2)cc1	0.9	9	-2	i	i	-4	i	i	i	-9	i
COc1ccc(-c2ccccc2)cc1NCc1ccc(OC)c(OC)c1	0.9	22	-4	i	i	-14	i	i	i	-21	i
N#Cc1c(-c2ccc([N+](=O)[O-])cc2)nc2n(c1=O)CCS2	-0.5	-1	5	i	i	-5	i	i	i	-11	i
COc1ccc(CCNC(=O)CSc2nnc(-c3ccc(F)cc3)o2)cc1OC	-0.3	2	7	i	i	19	i	i	i	7	i
Cc1ccc(/C=C2\SC(=S)N(CCCC(=O)NNC(=O)c3ccccc3O)C2=O)cc1	-3.5	33	-5	i	i	107*	i	i	i	29	i
COc1ccc2c(c1)C(=O)C(=O)N2CC1COc2ccccc2O1 (stereo unspecified)	-2.5	0	83*	i	i	-23	i	i	i	12	i
CCN=C1S/C(=C\c2ccc(N3CCOCC3)cc2C)C(=O)N1CC	0.7	1	-5	i	i	19	i	i	i	-10	i
Cc1cc(NC(=O)c2c(Br)c(C)nn2C)no1	0.3	5	0	i	i	-21	i	i	i	19	i
CCN(CC)S(=O)(=O)c1ccc(N2CCN(c3ccccc3OC)CC2)c(N)c1	-0.7	1	21	i	i	-32	i	i	i	-36	i
CCc1ccc(/C=C/C(=O)c2cc(Br)ccc(=O)c2O)cc1	0.2	106*	1	i	i	72*	i	i	i	-23	i
Cc1cccc(C)c1OCCSc1n[nH]c(N)n1	-0.3	-4	7	i	i	22	i	i	i	-17	i
CC(C)c1nnc(NC(=O)C2CCN(c3nc4ccccc4s3)CC2)s1	-0.4	-7	0	i	i	-13	i	i	i	-3	i
COc1ccc(-n2c(SCC(=O)Nc3cc(C)on3)nc3ccccc3c2=O)cc1Cl	0.1	2	-1	i	i	5	i	i	i	-12	i
CCOC(=O)Cn1ccc(NC(=O)c2ccc3c(c2)OCO3)n1	0.4	-1	-5	i	i	22	i	i	i	-24	i
Cc1ccc(-n2nnnc2SCc2ccc(C(=O)O)cc2)cc1C	2.4	3	0	i	i	21	i	i	i	-18	i
CCOC(=O)C1CCCN(Cc2ccccc2OCC)C1 (stereo unspecified)	-0.4	-4	1	i	i	-21	i	i	i	-15	i
O=CN1N=C(c2ccccc2)CC1c1ccc(Cl)cc1 (stereo unspecified)	-0.2	4	-2	i	i	10	i	i	i	-20	i
COc1cc(/C=C2/SC(N)=NC2=O)ccc1Oc1ccc([N+](=O)[O-])cc1[N+](=O)[O-]	/	1	0	i	i	-7	i	i	i	5	i
O=C(CN1CCN(S(=O)(=O)c2ccc(Br)cc2)CC1)N/N=C/c1ccco1	-0.8	2	7	i	i	21	i	i	i	2	i
COc1ccc(Oc2c(C)oc3cc(OC(=O)N4CCOCC4)ccc3c2=O)cc1	0.0	-3	5	i	i	?	i	i	i	18	i
Cn1ncc2c(O/N=C(\N)c3ccc(C(F)(F)F)cc3)ncnc21	-2.0	1	10	i	i	-16	i	i	i	-23	i
CC(C)NC(=O)CN1CCN(Cc2nc(-c3cccs3)no2)CC1	-1.2	14	-1	i	i	7	i	i	i	7	i
Cc1ccsc1C(=O)N1CCc2ccccc2C1	0.9	2	0	i	i	-13	i	i	i	-6	i
Cc1ccc(C(=O)NC(=C(Cl)Cl)S(=O)(=O)c2ccc(C)cc2)cc1	0.3	9	-6	i	i	-72	i	i	i	-23	i
Cc1nc2ccccc2n2c(O)c(CC(=O)O)cc12	0.1	3	1	i	i	-9	i	i	i	-14	i
Cc1cccc(N2CCN(C(=O)c3ccc4c(c3)CCN4S(C)(=O)=O)CC2)c1C	0.4	-6	17	i	i	26	i	i	i	-30	i
CC(=O)Nc1ccc(NC(=O)c2c(C)c(-c3ccccc3)nc3ccccc23)cc1	0.2	-7	/	i	i	7	i	i	i	/	i
CCCC(=O)c1ccc(N2CCN(C(=O)OCC)CC2)c(F)c1	0.2	19	-6	i	i	-5	i	i	i	-14	i
COc1cc(C(C(=O)NC2CCCCC2)N(C(=O)c2cnccn2)c2ccccc2)cc(OC)c1OC (stereo unspecified)	1.8	7	-6	i	i	15	/	i	i	-32	i
Cc1ccc(C(C(=O)NC2CCCC2)N(Cc2cccs2)C(=O)CNC(=O)c2cccs2)o1 (stereo unspecified)	0.4	4	0	i	i	12	i	i	i	17	i
Cc1ccc(CN2CCN(CCC(C)C)C(CCO)C2)s1 (stereo unspecified)	-0.3	-3	2	i	i	-2	i	i	i	-7	i
C/C(=C\C(=O)c1ccc(Cl)s1)N(C)C	-0.8	15	-16	i	i	-12	i	i	i	-28	i
Cc1cccc2sc(N(CCCN(C)C)C(=O)c3ccc(C(=O)c4ccccc4)cc3)nc12	/	8	0	i	i	-24	i	i	i	-31	i
O=C(Nc1ccc(Cl)cc1)[C@@H]1[C@@H]2C(=O)N(c3ccc4ccccc4c3)C(=O)[C@@H]2[C@H]2C=CC=NN21	-0.2	5	-10	i	i	-41	i	i	i	-18	i
COc1cccc(Cn2cccc(NC(=O)NC3CCCCC3)c2=O)c1	0.4	0	2	i	i	18	i	i	i	11	i
CC(=O)N1CCc2cc(C(=O)CN3CCN(c4ccccn4)CC3)ccc21	0.9	5	0	i	i	-22	i	i	i	-12	i
NS(=O)(=O)c1ccc(NC(=O)C2C3C=CC(C3)C2C(=O)O)cc1 (stereo unspecified)	0.2	-5	-10	i	i	15	i	i	i	-27	i
CCOc1ccc(NC(=O)CN2C(=O)C3CCCN3C2=O)cc1 (stereo unspecified)	0.7	-9	5	i	i	-19	i	i	i	-27	i
Cc1nn(CCC#N)c(NC(=O)c2ccc(Cl)cc2)c1P(=O)(Nc1ccc([N+](=O)[O-])cc1)N1CCOCC1 (stereo unspecified)	1.0	3	-3	i	i	13	i	i	i	-29	i
COc1ccc(C(=O)Nc2ccccc2N2CCCC2)cc1S(=O)(=O)N1CCOCC1	-2.1	-6	/	i	i	-3	i	i	i	/	i
O=C(COc1cc(Cl)c(Cl)cc1Cl)Nn1cnnc1	-0.3	3	0	i	i	0	i	i	i	11	i
COc1ccc(-c2noc(CSc3nc(N)c(-c4ccccc4)c(=O)[nH]3)n2)cc1OC	0.0	2	4	i	i	13	i	i	i	-18	i

An excerpt of these results, in markdown:
| SMILES | HIF act | SKKanGAS inh | IEC-6 cytotox | TRPC6 inhibitor | TRPC4 potent | aSyn UTR inh | MrgX1 antagonist | TRPC6 act | TRPC4 inh | KLF5 inh | TRPC4 agonist |
| --- | --- | --- | --- | --- | --- | --- | --- | --- | --- | --- | --- |
| O=C(COc1cc(Cl)c(Cl)cc1Cl)Nn1cnnc1 | -0.3 | 3 | 0 | i | i | 0 | i | i | i | 11 | i |
| COc1ccc(-c2noc(CSc3nc(N)c(-c4ccccc4)c(=O)[nH]3)n2)cc1OC | 0.0 | 2 | 4 | i | i | 13 | i | i | i | -18 | i |

(further entries)
SMILES	HIF act	SKKanGAS inh	IEC-6 cytotox	TRPC6 inhibitor	TRPC4 potent	aSyn UTR inh	MrgX1 antagonist	TRPC6 act	TRPC4 inh	KLF5 inh	TRPC4 agonist
CCC(=O)Nc1ccc(/C(C)=N/NC(=O)c2c(Br)c(C)nn2C)cc1	-0.2	3	-12	i	i	-7	i	i	i	-13	i
CC(NC(=O)OC(C)(C)C)C(=O)NC(CCC(=O)OCc1ccccc1)C(N)=O (stereo unspecified)	0.0	2	2	i	i	-30	i	i	i	-32	i
Cc1cc(C)cc(N(C(=O)CNC(=O)c2ccco2)C(C(=O)NC2CCCC2)c2ccncc2)c1 (stereo unspecified)	0.7	-3	-3	i	i	-3	i	i	i	-7	i
Cc1ccc(NC(=O)COC(=O)CCC(=O)c2ccc(Cl)cc2)cc1S(=O)(=O)N(C)C	-0.1	-3	3	i	i	21	i	i	i	-20	i
CCOc1ccc(CNC(=O)CCC(=O)N2Cc3ccccc3Oc3ncccc32)cc1	-0.1	-2	-8	i	i	25	i	i	i	-6	i
Cn1c2ccccc2c(=O)n2c(=O)c3ccccc3cc12	0.1	4	4	i	i	8	i	i	i	-9	i
COc1ccc(CCNS(=O)(=O)c2ccc3c(c2)oc(=O)n3C)cc1OC	-0.1	-1	-4	i	i	-6	i	i	i	-30	i
COc1ccccc1C1CC(c2ccco2)=NN1S(C)(=O)=O (stereo unspecified)	-0.7	2	-1	i	i	4	i	i	i	-13	i
O=C(Nc1cccc(C(F)(F)F)c1)c1cnccn1	-0.5	-6	0	i	i	-18	i	i	i	-11	i
COc1cc(CCCN2C(N)=NC[C@@H]2Cc2ccc(O)cc2)cc(OC)c1OC	-0.1	-2	/	i	i	8	i	i	i	/	i
Cc1ccc(C)c(OC(C)C(=O)Nc2ccc(S(=O)(=O)Nc3nccs3)cc2)c1 (stereo unspecified)	-0.2	11	-2	i	i	9	i	i	i	5	i
CCOC(=O)c1cnc(SCC(=O)c2ccccc2)nc1N	1.8	7	2	i	i	-141	i	i	i	-42	i
CN(C)c1ccc(C(=S)N2CCN(S(=O)(=O)c3ccccc3)CC2)cc1	0.9	-8	-6	i	i	-8	i	i	i	6	i
O=C(c1ccco1)N1CCN(C(=O)N2CCOCC2)CC1	-0.4	-2	4	i	i	-9	i	i	i	-25	i
CC1(C)CCC(=O)N(c2ccccc2)C1=O	0.2	1	-1	i	i	4	i	i	i	11	i
CCN(CC)C(=O)/C(=C\c1ccc(Br)cc1)NC(=O)c1ccccc1OC	-0.2	-1	-2	i	i	-4	i	i	i	13	i
COc1ccc(NC(=O)Nc2cccc([N+](=O)[O-])c2)cc1Cl	1.4	1	5	i	i	-58	i	i	i	-59	i
